Bioassay records (PubChem BioAssay)
Mtb FBA inh: inhibits M. tuberculosis FBA enzyme | P9WQA3 | 360,000 compounds, 2.3% hits | purified M. tuberculosis FBA, fluorescence read-out | inhibition, % at 1 µM | AID 588726; in the data active = inhibition above about 27%;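 note: 0% = vehicle and 100% = reference inhibitor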
Target sequence (P9WQA3 whole entry, looked up): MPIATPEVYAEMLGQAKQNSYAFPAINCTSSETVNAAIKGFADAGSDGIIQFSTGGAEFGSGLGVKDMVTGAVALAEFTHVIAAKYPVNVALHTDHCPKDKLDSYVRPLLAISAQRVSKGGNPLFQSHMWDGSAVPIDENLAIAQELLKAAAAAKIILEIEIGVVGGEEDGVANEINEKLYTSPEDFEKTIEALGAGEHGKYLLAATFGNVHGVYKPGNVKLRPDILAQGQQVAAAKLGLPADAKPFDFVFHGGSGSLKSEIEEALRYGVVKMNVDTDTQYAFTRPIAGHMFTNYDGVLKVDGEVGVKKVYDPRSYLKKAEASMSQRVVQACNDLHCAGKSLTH
BoNT-F LC inh: blocks Botulinum neurotoxin F light chain protease. Multiplex microsphere protease cleavage assay, flow cytometry. 360,000 compounds, 0.22% hits. AID 588497. inhibition, % at 10 µM; in the data active = inhibition above about 35%, passing the limit was not always enough; inconclusive = no clear call, values can overlap the other calls; note: plate controls were buffer without enzyme for full effect and enzyme alone for no effect
GDH-TPI inh: inhibits GDH-TPI coupling enzymes, artifact for Mtb FBA screen; AID 588335; inhibition, % at 4.8 µM; 360,000 compounds, 1.2% hits; GDH-TPI coupled enzyme counterscreen, NADH absorbance; in the data active = inhibition above about 30%;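 note: 0% = DMSO wells and 100% = wells lacking the enzyme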
MazF activator: increases E. coli MazEF RNase cleavage of RNA; FAM/BHQ RNA-DNA oligo cleavage fluorescence, 5 h; activation, % at 20 µM; 350,000 compounds, 0.32% hits; AID 504720; in the data active = activation above about 50%
Target sequence (P0AE70 whole entry, looked up): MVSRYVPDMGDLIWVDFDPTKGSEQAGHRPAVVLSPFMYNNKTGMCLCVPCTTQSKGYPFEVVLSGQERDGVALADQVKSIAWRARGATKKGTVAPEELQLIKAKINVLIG
BioA inh: inhibitors of Mycobacterium tuberculosis BioA enzyme; purified M. tuberculosis BioA enzyme, plate reader; inhibition, % at 9.99 µM; 360,000 compounds, 0.096% hits; in the data active = inhibition above about 40%; inconclusive = no clear call, values can overlap the other calls
PrPC TRFRET: inhibitors of human cell surface prion protein PrPC | inhibition, % at 13.8 µM | AID 720596 | TR-FRET read-out | 370,000 compounds, 0.43% hits | P04156; in the data active = inhibition above about 24%; note: 0% = median of the test wells and 100% = reference compound wells
Rv3671c protease: inhibits the M. tuberculosis serine protease Rv3671c. P9WHR9. inhibition, % at 5.96 µM. 320,000 compounds, 0.048% hits. AID 2606; in the data active = inhibition above about 38%;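 note: extracellular domain of Rv3671c used as enzyme; 0% = enzyme with DMSO and 100% = no enzyme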
FadD28 binding: M. tuberculosis FadD28 bisubstrate binding inhibition; 360,000 compounds, 0.22% hits; inhibition, % at 12.5 µM; FadD28 bisubstrate probe binding, fluorescence polarization; AID 588549; in the data active = inhibition above about 8.5%, passing the limit was not always enough; inconclusive = no clear call, values can overlap the other calls
UGM FP inh: inhibitors of M. tuberculosis UDP-galactopyranose mutase | AID 504406 | purified UGM, fluorescence polarization probe displacement | 320,000 compounds, 0.06% hits | inhibition, % at 10 µM; in the data active = inhibition above about 10%, passing the limit was not always enough; inconclusive = no clear call, values can overlap the other calls
Target sequence (P9WIQ1 whole entry, looked up): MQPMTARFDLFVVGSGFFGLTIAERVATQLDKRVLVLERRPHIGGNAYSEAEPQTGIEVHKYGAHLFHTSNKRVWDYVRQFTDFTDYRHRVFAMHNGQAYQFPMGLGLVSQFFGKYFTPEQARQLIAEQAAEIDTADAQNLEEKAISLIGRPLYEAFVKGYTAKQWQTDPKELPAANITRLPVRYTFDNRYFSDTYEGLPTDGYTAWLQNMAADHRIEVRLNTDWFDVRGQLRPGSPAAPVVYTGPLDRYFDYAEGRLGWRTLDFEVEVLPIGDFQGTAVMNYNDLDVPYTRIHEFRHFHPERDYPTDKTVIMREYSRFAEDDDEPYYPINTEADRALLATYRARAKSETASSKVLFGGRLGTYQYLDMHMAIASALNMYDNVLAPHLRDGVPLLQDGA
Numbers without * were called inactive; ? = inconclusive; . = not tested or not shown.

Compound,Mtb FBA inh,BoNT-F LC inh,GDH-TPI inh,MazF activator,BioA inh,PrPC TRFRET,Rv3671c protease,FadD28 binding,UGM FP inh
CCOC(=O)c1cc(-c2ccc(C)cc2)n(CC(=O)NCc2ccco2)c1C,-2,4,14,-13,-1.9,-7,6,-0.2,1.0
O=C(NCCCNC(=O)c1ccccn1)c1ccc(F)cc1,-1,-10,-3,5,-0.5,-4,2,-0.9,-2.5
CCOC(=O)Cc1csc(NC(=O)c2ccc3c(c2)OCO3)n1,-2,6,16,1,0.5,0,-4,-0.7,-4.7
O=c1c2ccccc2c2ccccc2c(=O)n1Nc1ccccc1,-4,4,-5,2,5.9,10,.,-3.9,.
Cc1nnc(-c2cnn(C)c2N)n1Cc1ccccc1F,0,27,-3,3,-0.8,-7,-3,-3.3,1.2
C/C(=N\Nc1ccc(Cl)c(C(=O)O)c1)c1ccc(N2CCOCC2)cc1,-3,-2,31*,-21,-0.5,-6,11,1.9,2.7
Cc1cc(C)cc(NC(=O)COC(=O)c2ccc(CN3CCCC3=O)cc2)c1,1,.,-1,4,-0.6,6,-13,-1.3,-1.3
CN1CCN(/N=C/c2c(O)n(C)c(=O)n(C)c2=O)CC1,-3,-4,10,2,-1.8,5,-2,-1.0,1.4
Cc1c(C(=O)N(C)Cc2cccc(F)c2)oc2c(Cl)cccc12,1,11,2,-20,0.9,7,-4,-2.3,3.2
CCCN(C(=O)/C=C/c1nc2ccccc2s1)C1CCS(=O)(=O)C1 (stereo unspecified),10,-2,24,-3,4.7,-23,-3,-4.4,6.4
O=C(N/N=C/c1ccc(OC(=O)c2ccccc2)cc1)c1cccc(O)c1,7,5,5,9,.,4,-16,1.8,1.4
O=C(Cc1ccc([N+](=O)[O-])cc1)Nc1nnc(C2CC2)s1,-5,-2,-5,4,.,-11,-2,-3.6,0.2
O=C1/C(=C/c2cccnc2)SC(=S)N1c1ccc(O)cc1,-2,-7,15,7,-0.7,4,-7,-4.8,-0.8
CN(C(=O)c1cccc(OC2CCN(S(=O)(=O)N(C)C)CC2)c1)C1CCOC1 (stereo unspecified),-1,5,-7,4,2.1,5,.,-3.0,.
CC12CCC(C(=O)N(CCCCN3CCN(c4ccccn4)CC3)C1=O)C2(C)C (stereo unspecified),1,-4,2,11,0.0,-2,-6,-5.1,-0.6
O=C(O)c1cc(S(=O)(=O)N(Cc2ccccc2)c2ccc(Cl)cc2)ccc1Cl,1,8,4,-30,-1.8,-6,1,-1.3,2.0
CSc1ccc(/C=N/n2c(Cc3ccc(Br)cc3)n[nH]c2=S)cc1,5,12,9,-6,-0.2,6,-6,-1.3,1.0
COc1ccccc1N1C(=O)CCC1(C#N)c1ccccc1 (stereo unspecified),0,0,-8,-6,-1.0,8,0,-1.9,-0.2
O=c1[nH]cc(-c2ccc(Br)cc2)n1Cc1ccccc1,3,-6,5,0,-0.6,-3,-2,1.4,-0.5
Cc1ccc(NC(=O)Cc2nc(-c3c[nH]c(C(=O)N4CCCC4)c3)cs2)c(C)c1,-2,-8,-8,8,-2.2,5,-10,-4.2,0.3
O=C(COc1ccc2ccc(=O)oc2c1)Nc1nccs1,11,0,15,9,2.9,1,2,-1.8,0.9
C#CCOCCOCCOCCNc1nc(N2CCN(C(=O)CCCCCCCCCCNC(=O)[C@H]([C@@H](C)CC)n3cc(CCCCN=C(N)N)nn3)CC2)nc(N2CCN(C(=O)CCCCCCCCCCNC(=O)[C@H](CO)n3cc(CCCCCN)nn3)CC2)n1,1,-64,-4,-40,-2.7,.,-30,-8.6,-1.6
Cc1ccc(N=C2NC(=O)/C(=C/C=C/c3ccco3)S2)cc1,-3,-8,5,-11,.,2,-17,2.1,3.8
CCCn1c(=O)n(C)c(=O)c2c(SCc3cc(C(C)=O)ccc3OCC)nc(C3CC3)nc21,.,.,.,-20,.,1,-19,.,2.1
CC(=O)Nc1ccc2c(c1)nc(CCNC(=O)c1ccco1)n2C,-3,0,-2,5,0.2,-4,3,-2.2,0.1

The list continues:
Compound,Mtb FBA inh,BoNT-F LC inh,GDH-TPI inh,MazF activator,BioA inh,PrPC TRFRET,Rv3671c protease,FadD28 binding,UGM FP inh
COc1ccccc1NC(=O)CN(Cc1ccco1)C(=O)c1ccc(-n2nc(C)cc2C)cc1,-1,0,-6,-5,0.2,-7,-10,-4.4,0.8
Cc1ccc(OCC(=O)NCCCNC(=O)COc2ccc(C)cc2)cc1,1,?,2,3,-1.0,1,.,1.8,.
CCCCNc1nnc(CCn2nc(C)c(Br)c2C)s1,2,0,3,-9,-1.9,5,-1,-2.0,-2.2
COC(=O)C1=C(c2cccc3c2S(=O)(=O)c2ccccc2-3)C[C@@H]2CC[C@H]1N2C(=O)N1CCOCC1,9,0,3,2,1.1,0,2,-2.2,6.5
O=C(CC1C(=O)NCCN1C(=O)Nc1ccccc1)Nc1cc(Cl)cc(Cl)c1 (stereo unspecified),-1,-8,4,5,5.3,9,1,-8.5,-0.9
COc1ccccc1NC(=O)N1CCCC1C(=O)NCc1ccc2c(c1)OCO2 (stereo unspecified),-1,0,-1,5,-0.1,-4,5,-2.6,1.1
Cc1cccc2sc(NC(=O)C3CC3)nc12,-3,-1,7,9,-1.0,1,.,-0.3,-0.4
CCc1nn(CCCC(=O)N2CCN(c3ccc(OC)cc3)CC2)c(=O)c2cc3occc3n12,-1,-2,-7,12,.,6,1,-1.7,3.3
Fc1ccc(CNc2nc3ccccc3n3cnnc23)cc1,2,-3,3,-2,-1.1,8,-24,-1.0,2.6
CCCCNC(=S)Nc1ccccc1F,9,-10,9,3,-0.9,5,7,-0.2,3.3
Cc1ccc(C(=O)Nc2ccccc2OC(F)F)cc1,-3,-2,-7,3,0.7,-3,1,-2.4,1.5
Cc1ccc(CC(=O)Nc2nc3c(s2)CCCC3)cc1,1,-1,14,-10,2.6,11,-2,-6.6,-1.6
CC(O)[C@H]1CNCCN1CCc1cccc2ccccc12 (stereo partly specified),2,-10,-2,-2,-2.1,3,2,1.3,-3.4
CC1(C)CC(=O)C2=C(C1)c1c(ccc3ncccc13)NC2c1cccs1 (stereo unspecified),9,-5,11,7,0.4,2,3,-0.6,2.9
CCc1nnc(NC(=O)CSc2nnc(Cc3ccccc3)n2-c2ccccc2)s1,-2,-19,16,-4,1.5,-2,0,-1.9,0.5
COCCn1c(C)cc(C(=O)CSc2ccc(NC(C)=O)cc2)c1C,3,2,-7,3,.,3,2,0.3,3.6
O=C(NCCN1C(=O)S/C(=C\c2ccccc2F)C1=O)C1CC(=O)N(Cc2ccccc2)C1 (stereo unspecified),0,.,11,4,-0.8,-3,5,-2.1,1.7
O=C(O)C1=C(C(=O)O)C2C=CC1C2,-1,0,4,3,-0.7,-6,.,.,.
Cc1ccc(OCC(=O)NC(=S)Nc2ccc(Br)cn2)cc1,-1,3,4,0,.,7,2,-3.1,0.7
O=C(NCc1cccnc1)C(=O)Nc1cc2c3c(c1)CC(=O)N3CCC2,-1,6,-2,9,-0.4,.,0,-2.4,4.8
COc1ccc(CC(=O)NC(C)c2nnc(SCCC(=O)Nc3ccccc3)n2C)cc1 (stereo unspecified),2,1,1,-2,1.5,5,-11,-0.3,3.2
CCn1c(CNc2ccc(F)cc2)nnc1SCC(=O)Nc1ccc(OC)cc1OC,-2,5,0,-4,8.4,4,-11,-1.0,0.1
O=C(CNC(=O)c1ccc(N2C(=O)c3ccccc3C2=O)cc1)OCC(=O)c1ccc(Cl)cc1,1,0,0,5,4.0,-3,3,-2.9,-1.0
CCCCCC(=O)N1C[C@@H](O)[C@H](n2cc(COC(=O)c3ccccc3)nn2)C[C@@H]1c1ccc(C)cc1,3,-4,2,1,.,3,.,-1.4,.
CC(C)(C)NC(=O)CN(C(=O)CCC(=O)Nc1nccs1)c1cccc(C(F)(F)F)c1,6,-4,2,-5,-0.5,5,1,3.4,-0.8

Taken from the results shown for reference:
Compound,Mtb FBA inh,BoNT-F LC inh,GDH-TPI inh,MazF activator,BioA inh,PrPC TRFRET,Rv3671c protease,FadD28 binding,UGM FP inh
O=C(CNC(=O)c1ccc(N2C(=O)c3ccccc3C2=O)cc1)OCC(=O)c1ccc(Cl)cc1,1,0,0,5,4.0,-3,3,-2.9,-1.0
CCCCCC(=O)N1C[C@@H](O)[C@H](n2cc(COC(=O)c3ccccc3)nn2)C[C@@H]1c1ccc(C)cc1,3,-4,2,1,.,3,.,-1.4,.
CC(C)(C)NC(=O)CN(C(=O)CCC(=O)Nc1nccs1)c1cccc(C(F)(F)F)c1,6,-4,2,-5,-0.5,5,1,3.4,-0.8

Later entries
Compound,Mtb FBA inh,BoNT-F LC inh,GDH-TPI inh,MazF activator,BioA inh,PrPC TRFRET,Rv3671c protease,FadD28 binding,UGM FP inh
CCc1cc2c(=O)c(-c3nc4ccccc4n3C)c(COCC(=O)O)oc2cc1O,-2,-4,20,7,0.0,-2,3,-4.7,-2.0
CCc1ccc(-c2nc(NC(=O)c3ccc(OCC(=O)Nc4ccc(F)cc4)c(OC)c3)sc2C)cc1,-2,-2,5,-10,-0.2,1,-2,-2.2,-2.4
COc1ccc(S(=O)(=O)N2CCNC(=O)CC2)cc1,4,0,1,-8,-2.0,-1,1,-2.9,-2.5
O=C(CSc1ncccn1)NC(=O)Nc1ccc2c(c1)OCCO2,-3,0,-3,14,0.7,-8,0,-2.3,4.4
Clc1ccc(OCc2nnc3n2N=C(c2ccc4c(c2)OCCO4)CS3)c(Cl)c1,-1,-3,16,-18,.,7,-5,-1.8,1.3
O=C(NCC1CCCO1)Nc1cccc(Cl)c1 (stereo unspecified),1,-20,-7,0,-0.5,6,3,-0.8,-2.2
c1coc(-c2nc(-c3ccco3)c(-c3ccco3)nc2-c2ccco2)c1,32*,.,28,6,0.4,-11,8,?,0.2
CCCCn1c(N)c(N(CCOC)C(=O)c2sc3cc(F)ccc3c2Cl)c(=O)[nH]c1=O,0,-10,4,-14,-1.0,-4,7,-0.4,1.8
CCOC(=O)c1cnn(-c2ccccc2)c1-n1cccc1,-2,-5,1,-2,1.8,-2,1,1.0,-1.4
C/C(CC(=O)Nc1ccc(Br)cc1)=N\NC(=O)Cc1csc(N)n1,2,-2,3,-2,-0.3,3,.,-1.2,.
CCOCCOC(=O)C1=C(C)NC2=C(C(=O)CC(c3cccs3)C2)C1c1ccsc1 (stereo unspecified),16,-1,5,5,-1.7,0,-5,.,-3.1
O=C(N/N=C/c1ccccc1Cl)c1[nH]c2ccc(Br)cc2c1-c1ccccc1,3,-2,7,-13,.,-2,-142,-9.6,-1.6
Cc1c(C)n(C)c2ccc(C(=O)NCCCN(C)C3CCCCC3)cc12,-1,-13,-4,4,-1.6,-13,8,0.1,-4.5
CC(O)(c1ccc(F)c(F)c1)c1nc(-c2ccc3ccccc3c2)cs1 (stereo unspecified),0,-4,8,.,0.0,12,.,-1.5,.
CCc1cccc(C)c1NC(=S)NCCc1c(C)[nH]c2ccc(C)cc12,4,-8,0,1,-0.4,9,2,0.0,4.6
COc1ccc(OCCN2C(=O)NC(C)(c3ccc(C)cc3)C2=O)cc1 (stereo unspecified),-1,-11,5,-3,0.1,3,-3,-0.7,1.5
CC(=O)NC(c1cccc(F)c1)c1nc(-c2cnn(C)c2)cs1 (stereo unspecified),2,-2,9,.,1.0,2,.,-1.7,.
Cc1ccccc1C(=O)NCC(=O)NNC(=S)NC(=O)c1ccccc1,1,-2,6,10,-0.2,2,6,-1.2,1.5
COc1cc(CNC(C)C23CC4CC(CC(C4)C2)C3)cc(OC)c1OC (stereo unspecified),-2,-19,1,12,-1.6,2,.,-1.1,2.0
CC1CCCN(S(=O)(=O)c2ccc(NC(=O)[C@@H]3CCCN3C(=O)c3cccs3)cc2)C1 (stereo partly specified),0,0,6,0,1.2,0,-3,-1.2,2.2
Cc1ccc(-c2csc(N(CCCN3CCOCC3)C(=O)c3ccco3)n2)cc1,-1,-2,11,7,-1.9,-1,-6,-2.3,.
CC(C)OCCCNC(=O)C1CCC(=O)N1C(C)C (stereo unspecified),5,4,0,4,0.8,-5,-5,-2.1,-1.4
